Screening data (PubChem BioAssay)
NPSR antag: neuropeptide S receptor (human) antagonism, cAMP; CHO-NPSR cells, cAMP TR-FRET, antagonist mode; Potency, µM (top dose mostly 38.3 µM), inactives show at the highest dose activity change, negative = inhibition, actives largely listed as inhibitors; hit rate 1% among 220,000; AID 1461; further: on the % scale 0 is the no-effect control and ±100 the full control effect; nearly all actives have a fitted effect of over 50% in size; many of its hits are not listed in these tables
Luc counter: Kinase-Glo luciferase inhibition (counter-screen) | Kinase-Glo luciferase, ATP luminescence, 8 min | Potency, µM (top dose mostly 38.3 µM), for the others: at the top dose activity change, negative = inhibition, actives largely listed as inhibitors | hit rate 0.28% among 200,000 | AID 1379; further: on the % scale 0 is the no-effect control and ±100 the full control effect; nearly all actives have a fitted effect of over 60% in size
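Substrate mix (final 50 mM imidazole pH 7.2, 50 mM KCl, 7 mM MgCl2, 10 uM ATP, 0.01% Tween 20, 0.05% BSA) plus pin-tool compound, then Kinase-Glo detection mix; 8 min ambient, luminescence read.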
KDM4E inh: blocks human JMJD2E demethylase activity | JMJD2E catalytic domain, FDH-coupled NADH fluorescence (FDH is formaldehyde dehydrogenase) | Potency, µM (top dose mostly 57.1 µM), without a hit: top-dose activity change, negative = inhibition, hits mostly inhibitors | hit rate 1.6% among 230,000; active means well fitted inhibition curve with a large enough effect, not every such curve was filed as active; inconclusive means small, poorly fitted or top-dose-only effect, or another doubt; inactive means no such curve, though single readings can be large or run the other way;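 further: 0% = wells with enzyme and -100% = buffer wells without enzyme; nearly all actives have a fitted effect of over 50% in size; many of its hits are not listed in these tables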
SMN2 splice enh: increases expression of the SMN2 splice variant | HEK293 SMN2-luciferase splicing reporter, luminescence, 30-36 h | Potency, µM (doses to about 46.1 µM), without a hit: at the top dose activity change, positive = activation, hits mostly activators | hit rate 2.8% among 210,000; further: % of control where 0% means no effect; nearly all actives have a fitted effect of over 55% in size
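qHTS luciferase splicing reporter: luminescence rises when SMN2 exon 7 is included in transfected HEK293 cells. Compound exposure lasted 30-36 h at 37C, with 4.5 mM final sodium butyrate as control, followed by a ONE-Glo read.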
IMPase Li cell: IMPase inhibition in cells with lithium potentiation. AID 1457. Potency, µM (doses to about 59.4 µM), inactives show at the top dose activity, negative = IMPase inhibition, hits mostly inhibitors. CHO-M1 cells, IP1 TR-FRET (IP-One), carbachol + lithium. hit rate 0.35% among 210,000;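 further: IP1 builds up when IMPase is blocked and the TR-FRET signal falls; plate controls were basal vehicle for no effect and high inhibitor control for full effect; nearly all actives have a fitted effect of over 50% in size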
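CHO cells stably expressing M1 receptor (2000/well) were cultured 16–30 h, then exposed to compounds with a small lithium addition for 30 min at 37C. IP1 was measured by TR-FRET competition; AC50 from Hill fits.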
RGS12 GoLoco inh: inhibitors of human Gai1-RGS12 GoLoco interaction (red fluorophore); P63096; Gai1:RGS12 GoLoco peptide FP, rhodamine, 10 min; Potency, µM (top dose mostly 61.6 µM), without a hit: top-dose activity, negative = inhibition, most hits filed as inhibitors; hit rate 0.44% among 230,000; AID 880; active means well fitted inhibition curve with a large enough effect, not every such curve was filed as active; inactive means no such curve, though single readings can be large or run the other way; further: on the % scale 0 is the no-effect control and ±100 the full control effect; nearly all actives have a fitted effect of over 30% in size; many of its hits are not listed in these tables
Target sequence (P63096 whole entry, looked up): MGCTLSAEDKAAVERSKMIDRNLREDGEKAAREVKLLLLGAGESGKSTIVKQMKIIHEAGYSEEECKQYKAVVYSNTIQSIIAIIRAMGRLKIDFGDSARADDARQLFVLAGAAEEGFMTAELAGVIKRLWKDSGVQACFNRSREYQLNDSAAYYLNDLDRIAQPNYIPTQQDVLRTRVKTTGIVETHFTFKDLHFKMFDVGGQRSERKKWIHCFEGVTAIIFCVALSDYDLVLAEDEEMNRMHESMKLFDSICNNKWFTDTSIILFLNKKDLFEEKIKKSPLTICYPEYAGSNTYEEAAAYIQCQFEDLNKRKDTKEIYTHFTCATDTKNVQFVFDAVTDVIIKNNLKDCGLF
RECQ1 helicase: inhibitors of human RECQ1 DNA helicase; P46063; Potency, µM (series often up to 57.3 µM), for inactives: at the highest dose activity, negative = inhibition, actives largely listed as inhibitors; RECQ1 DNA unwinding, red fluorescence kinetic read; AID 2549; hit rate 0.54% among 240,000;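 further: plate controls were vehicle for no effect and no enzyme for full effect; nearly all actives have a fitted effect of over 30% in size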
Target sequence (P46063 whole entry, looked up): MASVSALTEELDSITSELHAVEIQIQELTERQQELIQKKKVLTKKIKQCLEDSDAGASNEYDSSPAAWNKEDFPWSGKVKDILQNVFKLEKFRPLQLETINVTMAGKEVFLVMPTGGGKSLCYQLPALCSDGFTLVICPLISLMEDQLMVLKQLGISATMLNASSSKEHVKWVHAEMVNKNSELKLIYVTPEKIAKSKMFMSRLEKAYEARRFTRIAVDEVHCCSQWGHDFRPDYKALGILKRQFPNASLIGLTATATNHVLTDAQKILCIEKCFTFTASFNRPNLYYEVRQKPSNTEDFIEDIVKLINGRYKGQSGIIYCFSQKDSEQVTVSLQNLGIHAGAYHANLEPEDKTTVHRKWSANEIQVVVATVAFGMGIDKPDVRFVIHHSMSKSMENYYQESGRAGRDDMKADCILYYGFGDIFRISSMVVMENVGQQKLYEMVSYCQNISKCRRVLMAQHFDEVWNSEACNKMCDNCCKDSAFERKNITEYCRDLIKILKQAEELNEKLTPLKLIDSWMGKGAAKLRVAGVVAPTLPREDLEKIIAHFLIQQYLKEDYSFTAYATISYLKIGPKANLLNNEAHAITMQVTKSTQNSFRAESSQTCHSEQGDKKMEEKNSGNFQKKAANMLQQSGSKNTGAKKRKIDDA
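50 nM RECQ1T1 preincubated 15 min with compound in Tris pH 8.0 buffer with MgCl2, DTT, Tween-20 and 2.5 ug/ml poly(dI-dC); started with 200 nM TAMRA/BHQ-2 forked duplex and 2 mM ATP. Unwinding read as fluorescence (525/598 nm), two reads 2 h apart.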
Epigenetic reg: regulators of epigenetic silencing causing reporter derepression in mouse cells; murine LDR cells, GFP reporter derepression, 30 h; Potency, µM (highest dose often 53.9 µM), for inactives: at the top dose GFP activation, hits mostly activators; hit rate 0.2% among 280,000; AID 1865; further: % of control where 0% means no effect; nearly all actives have a fitted effect of over 60% in size
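Derepression of a silenced CMV-GFP reporter in murine LDR cells is scored by enumerating GFP-positive cells with a laser-scanning microplate cytometer after 30 hours of treatment at 37 C.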
The depositor's hits bear a star; i = inactive; ? = inconclusive; . = no result given; & = joins results of further samples; [ ] = dose if it differs, or a comment. Unless noted, the call rests on the fitted dose curve; in most records, active means well fitted curve in the direction sought with a large enough effect; inconclusive means small, poorly fitted or top-dose-only effect, or another doubt; inactive means no such curve, though single readings can be large; an effect the other way counts as inactive or inconclusive. Potency means the concentration at half of the fitted maximal effect. Not all compounds are listed (hit frequency here may not be typical).

molecule	NPSR antag	Luc counter	KDM4E inh	SMN2 splice enh	IMPase Li cell	RGS12 GoLoco inh	RECQ1 helicase	Epigenetic reg
Cc1cc(C(=O)Nc2c[nH]c(=O)[nH]c2=O)ccc1[N+](=O)[O-]	13%	-4%	-2%	-6%	-1%	7%	-11%	-0.4%
Oc1ccc(/C=N/Nc2nc(N3CCCC3)nc(N3CCCC3)n2)cc1O	33%	4%	18µM*	.	15%	4%	i	4.5%
COc1cc2c(cc1NC(=O)C(C)N1CCN(S(=O)(=O)c3ccc(C)c(C)c3)CC1)oc1ccccc12 (stereo unspecified)	-10%[46.1 µM]	3%	?	-1%	-1%[38.3 µM]	6%	-3%	-4.2%
Cc1ccnc2nc(C(=O)OCC(=O)NC(=O)NCc3ccco3)nn12	10%	-1%	0%	10%	-13%	-2%	i	0.0%
COc1ccc2c3c([nH]c2c1)C(C)N(C(C)=O)CC3 (stereo unspecified)	12%	.	-14%	.	.	1%	6%	-1.7%
O=C(NC1=NCCS1)c1cccc(OC(F)F)c1	6%	-3%	13%	11µM*	8%	13%	i	17%
CC(C)N(Cc1ccccc1)C(=O)CSc1nccn1C	15%	0%	-5%	19%	-1%	7%	-2%	-0.3%
COc1ccccc1C(=O)Nc1ccc(CN2CCCCC2)cc1	0%[46.1 µM]	0%	4%	-6%	22%[38.3 µM]	7%	i	-1.1%
O=C(Nc1ccccc1N1CCN(C(=O)c2ccc(Cl)cc2)CC1)c1ccc(Br)cc1	?	-1%	?	2%	47%[activator][38.3 µM]	5%	-12%	-0.8%
C=CCN=c1scc(-c2ccccc2)n1/N=C/c1ccccn1	-4%	-1%	6%	4.5µM*	7%	-4%	i	2.1%
CC(=O)c1cccc(Nc2nc(=O)c3cccnc3s2)c1	-29%[46.1 µM]	9%	5%	-7%	14%[38.3 µM]	3%	-7%	-0.2%
Cc1cccc(NC(=O)c2oc(=O)c3ccccc3c2-c2ccccc2)c1C	-51%	-4%	7%	10%	7%	7%	4%	1.2%
Cn1c(Sc2ccc(-c3cccnc3)n2C)ccc1-c1cccnc1	.	-5%[7.66 µM]	.	-8%[9.22 µM]	-3%	3%[14.2 µM]	.	.
COC(=O)C1=C(O)C(C(=O)OC)C(c2ccc(C)cc2)C(C#N)(C#N)C1c1ccc(C)cc1 (stereo unspecified)	-5%[46.1 µM]	4%	-5%	-57%[inhibitor]	7%	-2%	-6%	0.0%
CCN1CCN(C(=O)/C=C/c2ccc(C)o2)CC1	15%	0%	14%	-3%	8%	-19%	-11%	1.0%

In a second layout: 4 of the compounds above.
> COc1cc2c(cc1NC(=O)C(C)N1CCN(S(=O)(=O)c3ccc(C)c(C)c3)CC1)oc1ccccc12 (stereo unspecified)
  NPSR antag: -10%[46.1 µM] | Luc counter: 3% | KDM4E inh: ? | SMN2 splice enh: -1% | IMPase Li cell: -1%[38.3 µM] | RGS12 GoLoco inh: 6% | RECQ1 helicase: -3% | Epigenetic reg: -4.2%

> O=C(Nc1ccccc1N1CCN(C(=O)c2ccc(Cl)cc2)CC1)c1ccc(Br)cc1
  NPSR antag: ? | Luc counter: -1% | KDM4E inh: ? | SMN2 splice enh: 2% | IMPase Li cell: 47%[activator][38.3 µM] | RGS12 GoLoco inh: 5% | RECQ1 helicase: -12% | Epigenetic reg: -0.8%

> COC(=O)C1=C(O)C(C(=O)OC)C(c2ccc(C)cc2)C(C#N)(C#N)C1c1ccc(C)cc1 (stereo unspecified)
  NPSR antag: -5%[46.1 µM] | Luc counter: 4% | KDM4E inh: -5% | SMN2 splice enh: -57%[inhibitor] | IMPase Li cell: 7% | RGS12 GoLoco inh: -2% | RECQ1 helicase: -6% | Epigenetic reg: 0.0%

> CCN1CCN(C(=O)/C=C/c2ccc(C)o2)CC1
  NPSR antag: 15% | Luc counter: 0% | KDM4E inh: 14% | SMN2 splice enh: -3% | IMPase Li cell: 8% | RGS12 GoLoco inh: -19% | RECQ1 helicase: -11% | Epigenetic reg: 1.0%

(listing goes on)
molecule	NPSR antag	Luc counter	KDM4E inh	SMN2 splice enh	IMPase Li cell	RGS12 GoLoco inh	RECQ1 helicase	Epigenetic reg
N/C(CC1CC1(Cl)Cl)=N\OC(=O)c1ccccc1 (stereo unspecified)	-9%	.	-3%	.	.	-1%	0%	-1.0%
COc1ccc2nc(Cl)c(/C=N/Nc3ccccn3)cc2c1	-23%	-23%	-23%	?	1%	8%	-10%	-1.4%
N#CC1=C(N)S[C@H](C(=O)C23CC4CC(CC(C4)C2)C3)[C@H]1c1ccncc1	17%[46.1 µM]	-2%	-2%	-4%	32%[38.3 µM]	-6%	i	-1.6%
O=C(c1ccco1)N1CCN(C(=O)c2cc3sccc3n2Cc2ccccc2)CC1	-26%[46.1 µM]	0%	0%	1%	-16%[38.3 µM]	2%	-2%	-1.2%
Cc1cc(C)c2cc(CN(CCO)C(c3nnnn3Cc3ccc(F)cc3)C(C)C)c(=O)[nH]c2c1 (stereo unspecified)	-27%[46.1 µM]	4%	?	5%	6%[38.3 µM]	5%	-9%	-1.0%
Cc1onc(-c2ccccc2)c1C(=O)NNC(=S)NC(=O)/C=C/c1ccccc1	2%	9%	-7%	.	4%	-10%	1%	-4.1%
COc1ccc2nc(NC(=O)C3CCN(S(=O)(=O)c4cccc5nsnc45)CC3)sc2c1	-21%[46.1 µM]	-4%	1%	-92%[inhibitor]	12%[38.3 µM]	9%	-6%	-1.5%
CCn1c(SCC(N)=O)nnc1-c1ccc2c(c1)OCO2	14%	-2%	6%	-14%	-2%	6%	i	0.0%
CCO[C@@H]1OC(C(=O)N2CCN(Cc3ccccc3)CC2)=C[C@H](C2CC2)[C@H]1CCCO	5%	.	0%	.	-10%	2%	-6%	0.8%
CCCCC(=O)Nc1ccc2c3c(cccc13)C(=O)N2CC	-25%[46.1 µM]	-7%	-2%	-4%	12%[38.3 µM]	-11%	i	-2.4%
COC(=O)c1cccc(C23CC4(C2)[C@H](CN(CC2CCCCC2)[C@@H]4c2ccccc2)C3c2ccccc2)c1 (stereo partly specified)	-10%	-4%	-8%&1%	-6%	-3%	4%&15%	-7%&-21%	-0.2%&-1.6%
NC(=O)C1CCN(CCC(=O)Nc2cccc(Cl)c2)CC1	-11%[46.1 µM]	13%	4%	-8%	-3%[38.3 µM]	5%	i	-1.1%
COc1ccc(NC(=O)/C=C/c2ccccc2)c([N+](=O)[O-])c1	7%	-6%	-1%	10µM*	-6%	-10%	12%	1.5%
O=C(COc1ccc(C(=O)NCCc2ccccc2)cc1)Nc1ccccc1	8%	-2%	2%	11%	-3%	-5%	-12%	7.4%
COc1ccc2c(c1OC)C(=O)N1N=C(c3ccc(Cl)cc3)CC21 (stereo unspecified)	-16%	-3%	-1%	-12%	24%	-5%	-6%	-1.0%
CC(C)c1ccccc1S(=O)c1ccccc1C(C)(C)O (stereo unspecified)	.	-2%[7.66 µM]	.	-7%[9.22 µM]	1%	1%[14.2 µM]	.	.
CCn1c(CNC(=O)c2cccc(C)c2)nnc1SCC(=O)Nc1cccc(OC)c1	-18%[46.1 µM]	-2%	4%	?	22%[38.3 µM]	1%	-2%	-1.1%
CCOC(=O)C(=O)N1c2ccccc2C(N(C(=O)C(=O)OCC)c2ccccc2)CC1C (stereo unspecified)	?	.	-4%	.	.	3%	0%	3.1%
Cc1ccccc1-c1ccc(Nc2ccc(C(=O)N3CCOCC3)cc2)nn1	-18%[46.1 µM]	5%	1%	.	-23%[38.3 µM]	-1%	-3%	-1.6%
COc1ccccc1C(O)P(=O)(OC1CCCCC1)OC1CCCCC1 (stereo unspecified)	-8%	.	-11%	.	.	-5%	22%	-1.1%
CCOc1cc([C@H]2[C@@H]3CCCC[C@]3(O)CCN2CC(=O)NCc2ccco2)ccc1O	-21%[46.1 µM]	10%	10%	4%	-6%[38.3 µM]	6%	i	0.5%
CNC(=O)c1nc(C)c(C2(C)CC(c3ccccc3)=NO2)s1 (stereo unspecified)	1%	.	-9%	.	.	5%	i	-1.0%
C=CCN1c2ccccc2[C@]23C[C@@H](C(=O)OC)N(S(=O)(=O)CCCC)C2=NC(C(=O)OC)=C(C(=O)OC)[C@H]13	.	-1%[7.66 µM]	-1%[11.4 µM]	-6%[9.22 µM]	8%	0%[14.2 µM]	0%[11.5 µM]	.
Cc1cccc(C)c1NC(=O)CSc1nnc(CCCCCNC(=O)OC(C)(C)C)o1	-14%[46.1 µM]	0%	6%	-17%	2%[38.3 µM]	-1%	1%	-0.7%
COC(=O)Nc1sc(C(=O)N(C)C)c(C)c1C(=O)OC	-7%[46.1 µM]	0%	-5%	-5%	-2%[38.3 µM]	6%	-7%	0.9%
O=C(CCn1cccc1)Nc1ccccc1F	10%[46.1 µM]	-11%	5%	2%	-10%[38.3 µM]	6%	16%	-2.2%
Cc1cccc(OCCSc2nnc(-c3ccoc3C)n2C)c1	4%[7.67 µM]	0%	3%	-20%	6%[38.3 µM]	2%	-19%	1.9%
COc1cc(C2SCC(=O)N2c2c(C)n(C)n(-c3ccccc3)c2=O)ccc1O (stereo unspecified)	19%	.	0%	.	.	-8%	8%	-0.3%
CC(=O)N(C)c1ccc(NC(=S)Nc2ccc(C(C)C)cc2)cc1	10%	-3%	-6%	-31%[inhibitor]	6%	1%	i	1.1%
CC(C)CCn1cnc2c1c(=O)n(C)c(=O)n2C	-3%[46.1 µM]	-1%	-4%	-13%	-1%	12%	i	-1.2%
COc1ccccc1C(=O)Nc1cc2c(ccc3ccccc32)oc1=O	-16%[46.1 µM]	-1%	?	-3%	-28%[38.3 µM]	-2%	-5%	0.0%
COC(=O)c1ccc(C(=O)N2CCCC(CNC(=O)c3ccccc3Cl)C2)cc1 (stereo unspecified)	0%	2%	1%	.	4%	7%	-8%	1.1%
CC(C)OC(=O)/C(=C/c1cccnc1)NC(=O)c1ccccc1	25%	1%	?	-8%	-6%	6%	-2%	-1.0%
CNc1sc(C(=O)c2ccccc2F)c(N)c1-c1nc2ccccc2s1	4µM*	-3%	7%	?	51%[activator][38.3 µM]	5%	i	4.0%
O=C(Nc1ccccc1)Nc1scc2c1c(=O)oc1ccccc12	6%	.	5%	.	.	5%	-9%	2.1%
O=C(O)CSc1ccnc2cc(Cl)ccc12	-9%	.	?	.	.	4%	-2%	0.0%
